# N-glyco inh: increase of ERlucT glycosylation luciferase signal, primary screen, N-linked glycosylation inhibitor project, D54 ERlucT cells, luminescence, set 2; reporter increase, % at 12.5 µM; 360,000 tested, 0.23% active; D54 ERlucT glycosylation luciferase reporter, 24 h; percent of 100 nM tunicamycin response; AID 588692, 2011;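 active = mean luciferase reporter signal, scaled so untreated is 0 and the glycosylation-blocking control 100, at or above a set limit in every replicate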;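 note: luciferase carries N-glycosylation sites so blocking glycosylation raises the light; 0% = median of neutral control wells and 100% = median of 100 nM tunicamycin wells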
# PDI inh: inhibitors of human PDI, primary screen, biochemical, turbidity, single point, plate reader. PDI insulin aggregation turbidity, A650, 90 min. inhibition, % at 10 µM. 350,000 tested, 0.052% active. AID 588391, 2011;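 active = mean inhibition across replicates of 30% or more, whatever share of single replicates reach that level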;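 note: absorbance from insulin aggregation driven by PDI reduction with DTT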
# Target sequence (P07237 whole entry, looked up): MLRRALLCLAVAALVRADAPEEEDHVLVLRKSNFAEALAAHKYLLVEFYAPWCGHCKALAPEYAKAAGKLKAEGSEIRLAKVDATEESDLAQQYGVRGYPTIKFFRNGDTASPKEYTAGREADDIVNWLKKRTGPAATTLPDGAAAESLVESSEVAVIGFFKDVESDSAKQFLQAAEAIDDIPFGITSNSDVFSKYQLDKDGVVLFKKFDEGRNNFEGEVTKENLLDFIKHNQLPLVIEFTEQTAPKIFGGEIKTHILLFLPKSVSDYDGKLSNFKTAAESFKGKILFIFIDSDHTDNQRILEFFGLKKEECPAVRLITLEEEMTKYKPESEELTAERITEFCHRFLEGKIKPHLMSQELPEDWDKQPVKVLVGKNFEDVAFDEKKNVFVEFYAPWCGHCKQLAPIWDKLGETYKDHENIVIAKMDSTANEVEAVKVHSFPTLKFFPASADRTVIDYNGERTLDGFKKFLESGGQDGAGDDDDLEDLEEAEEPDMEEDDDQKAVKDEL
# H9c2 protect: cardioprotection against H2O2-induced cell death, primary screen, uHTS, H9c2 cells, ATPLite luminescence | H9c2 cardiomyocytes, H2O2 injury protection, 2 h | protection from H2O2 cell death, % at 20 µM | 360,000 tested, 0.63% active | AID 588492, 2011;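 active = compounds giving at least 50% protection of heart cells from peroxide-induced death in the single-dose screen, raw or plate-pattern-corrected value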;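 note: 0% = DMSO wells with peroxide and 100% = DMSO wells without peroxide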
# m5-HT2A agonist: mouse Htr2a agonists via beta-arrestin recruitment, primary screen, cell-based, luminescence; CHO-K1 mHTR2A beta-arrestin complementation; percent of 30 µM serotonin response; activation, % at 7.6 µM; 360,000 tested, 0.66% active; 5-hydroxytryptamine receptor 2A (Mus musculus), P35363;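 active = activation above a run cutoff, the mean activation of all tested compounds plus 3 SD, cut at about 14% in these data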;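 note: 0% = plate median of compound wells and 100% = 30 µM serotonin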
# Target sequence (P35363 whole entry, looked up): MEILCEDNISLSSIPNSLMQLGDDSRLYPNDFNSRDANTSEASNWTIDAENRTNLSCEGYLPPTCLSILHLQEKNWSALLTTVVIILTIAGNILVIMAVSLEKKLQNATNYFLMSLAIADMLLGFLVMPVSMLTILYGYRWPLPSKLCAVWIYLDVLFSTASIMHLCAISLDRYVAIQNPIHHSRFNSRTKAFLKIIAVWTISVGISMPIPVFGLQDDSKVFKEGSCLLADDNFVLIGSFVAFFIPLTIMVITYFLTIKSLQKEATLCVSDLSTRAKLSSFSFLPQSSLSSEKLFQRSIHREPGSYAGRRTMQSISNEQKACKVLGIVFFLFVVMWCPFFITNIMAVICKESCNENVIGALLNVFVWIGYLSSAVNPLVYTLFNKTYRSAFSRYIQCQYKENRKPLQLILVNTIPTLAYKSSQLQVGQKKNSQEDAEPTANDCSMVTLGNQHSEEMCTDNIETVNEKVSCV
# Vif imaging: HIV Vif self-association inhibitors, primary screen, imaging, HEK293T, single point; inhibition, % at 7.49 µM; 340,000 tested, 0.35% active; HEK293T cells, Vif self-association by quenched fluorescence, 24 h; in the data active = inhibition above about 50%, passing the limit was not always enough; note: some results filed as inactive read as strong as hits
# CaV13 ICDI inh: Primary screen for inhibitors of IQ motif and Ca2+-dependent inactivation inhibitor domain binding in CACNA1D, Förster resonance energy transfer in living cells, … | inhibition, % at 12.3 µM | 340,000 tested, 0.098% active | AID 743397 | HEK cells, CFP/YFP FRET ICDI-IQ, plate reader, 10 min; percent FRET-ratio fall versus neutral wells;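 active = mean replicate inhibition of at least 30% and at least 1% of replicates passing that level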;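 note: 0% = median of the neutral control wells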
# MC4R antagonist: MC4R antagonists of cAMP signaling, primary screen, cell-based, TR-FRET, antagonist arm of biased-ligand search; Melanocortin receptor 4 (Homo sapiens), P32245; MC4R-expressing cells, MTII-stimulated cAMP, LANCE TR-FRET; inhibition, % at 6.5 µM; 360,000 tested, 0.48% active; AID 540295, 2011;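 active = inhibition above its plate's cutoff, the mean of tested wells on that plate plus 3 SD, cut at about 29% in these data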;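 note: 0% = Melanotan II alone and 100% = Melanotan II plus saturating MCL0020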
#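 System: U2OS-MC4R stable cell line; Technique: Eu-cAMP/anti-cAMP TR-FRET, emission 671 nm; Repeats: single well per compound; Also added: Melanotan II; Dosing: one concentration, 6.5 µM nominal; Schedule: 30-min compound, 1-h challenge, 1-h detection, room temperature.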
# ABCB6 inh 2: ABCB6 transporter inhibitors, primary screen, K562-ABCB6 cells, flow cytometry, MLPCN library | K562-ABCB6 porphyrin accumulation, 1 h; hits give low values | fluorescence ratio to DMSO, % at 10 µM | 360,000 tested, 0.19% active | AID 602162, 2011;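 active = fluorescence ratio to DMSO below 75%, the collection mean minus 3 SD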;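 note: signal is porphyrin accumulated inside mitochondria; 100% equals median channel fluorescence of DMSO control wells; lower ratio means ABCB6 inhibition with less porphyrin fluorescence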
# aDG glyco act: activators of alpha-DG glycosylation, primary screen, uHTS, Pro5-aDG cells, AlphaScreen; alpha-DG glycosylation AlphaScreen (IIH6); 0% Pro5, 100% B10-LARGE cell signal; activation, % at 10 µM; 360,000 tested, 0.22% active; AID 624168, 2012;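 active = activation of at least 8% versus controls, or a plate z-score of at least 8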;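 note: Pro5 are CHO cells carrying HIG-tagged alpha-DG that lacks glycosylation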
# MC4R ag barr: MC4R agonists recruiting beta-arrestin, primary screen, cell-based, luminescence, agonist arm of biased-ligand search. activation, % at 8.9 µM. Melanocortin receptor 4 (Homo sapiens), P32245. U2OS MC4R beta-arrestin complementation; percent of melanotan II response, DMSO zero. 360,000 tested, 0.98% active;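 active = activation above a per-plate cutoff, the mean activation of sample wells on that plate plus 3 SD, cut at about 8% in these data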
# The depositor's hits bear a star; . = not tested or not shown.
no.	structure	N-glyco inh	PDI inh	H9c2 protect	m5-HT2A agonist	Vif imaging
1	COC(=O)[C@]1(Cc2ccccc2)N[C@H](CN(C)C(=O)Nc2ccc(C(F)(F)F)cc2)[C@@H]2C(=O)N(C)C(=O)[C@@H]21	3	11	8	-1	-2
2	CN1CCC(OC(=O)Cc2ccc(Cl)cc2)CC1	0	-8	2	1	-7
3	CCOC(=O)NNC(=O)C12CC3CC(CC(C3)C1)C2	3	7	0	1	6
4	COc1ccc(OC)c(S(=O)(=O)NCC2CCCO2)c1 (configuration not stated)	-1	-2	-1	-3	8
5	S=C(Nc1ccccc1)N1CCOCCOCCN(C(=S)Nc2ccccc2)CCOCCOCC1	0	0	0	1	-15
6	CC(C)(C)OC(=O)N1O[C@H]2CC1[C@@H]1[C@@H]2N=NN1CCc1ccncc1	1	-7	-2	-6	-3
7	CC(C)C[C@H]1CN([C@@H](Cc2ccccc2)CN2CCC[C@H]2CN2C(=O)C(=O)NC[C@@H]2Cc2ccccc2)C(=O)C(=O)N1CCc1ccccc1	.	.	.	-7	.
8	O=C(CCCc1nc2ccccc2s1)Nc1ccccc1	1	1	-6	-4	-3
9	c1ccc2c3c([nH]c2c1)C(C1CCCCC1)N(Cc1ncc[nH]1)CC3 (configuration not stated)	-5	26	-1	-3	12
10	NS(=O)(=O)c1ccc(NC(=O)CN2C(=O)c3ccccc3C2=O)cc1	2	7	-7	0	1
11	N#Cc1nc(-c2ccco2)oc1N1CCCC1	1	-9	3	-1	9
12	CCC(=O)N1CCN(c2ccc(NC(=O)c3ccco3)cc2Cl)CC1	0	6	4	-1	.

no.	CaV13 ICDI inh	MC4R antagonist	ABCB6 inh 2	aDG glyco act	MC4R ag barr
1	-6	-6	104	0.2	-1.0
2	10	0	103	0.0	0.2
3	1	4	93	-0.2	1.0
4	.	3	114	-0.1	-0.1
5	-6	-3	97	-0.1	2.1
6	-9	3	99	-0.1	-1.8
7	-6	.	97	0.1	.
8	-6	-1	100	-0.3	-2.6
9	-5	6	109	-0.4	-0.8
10	-6	20	93	0.1	-1.3
11	.	1	100	0.3	-1.8
12	-6	6	97	-0.3	-1.2

# Compounds from the list above with a halogen:
no.	structure	N-glyco inh	PDI inh	H9c2 protect	m5-HT2A agonist	Vif imaging
1	COC(=O)[C@]1(Cc2ccccc2)N[C@H](CN(C)C(=O)Nc2ccc(C(F)(F)F)cc2)[C@@H]2C(=O)N(C)C(=O)[C@@H]21	3	11	8	-1	-2
2	CN1CCC(OC(=O)Cc2ccc(Cl)cc2)CC1	0	-8	2	1	-7
12	CCC(=O)N1CCN(c2ccc(NC(=O)c3ccco3)cc2Cl)CC1	0	6	4	-1	.

no.	CaV13 ICDI inh	MC4R antagonist	ABCB6 inh 2	aDG glyco act	MC4R ag barr
1	-6	-6	104	0.2	-1.0
2	10	0	103	0.0	0.2
12	-6	6	97	-0.3	-1.2

# (cont.)
no.	structure	N-glyco inh	PDI inh	H9c2 protect	m5-HT2A agonist	Vif imaging
13	COc1ccc(N2CC(C(=O)Nc3ccc(S(=O)(=O)Nc4nccs4)cc3)CC2=O)cc1 (configuration not stated)	0	0	12	4	2
14	Cc1[nH][nH]c(=O)c1C(c1ccc(-c2cccc(Cl)c2)o1)c1c(C)[nH][nH]c1=O	16	-1	-8	1	-3
15	C/C(Cl)=C\Cn1c(NCCc2ccccc2)nc2c1c(=O)n(C)c(=O)n2C	-6	2	-14	-5	-15
16	CCn1cc([N+](=O)[O-])c(C(=O)Nc2ccn(Cc3ccccc3F)n2)n1	-3	4	-2	-1	3
17	CC(C)(O)CCc1c(-c2ccc(O)cc2O)oc2c3c(cc(O)c2c1=O)OC(C)(C)C=C3	-3	.	-7	10	-16
18	COc1ccccc1CCC(=O)Nc1cccc(S(=O)(=O)N2CCCCCC2)c1	-2	-9	-10	1	-29
19	O=C(COc1ccccc1)Nc1ccc2[nH]c(=O)[nH]c2c1	0	4	6	-1	3
20	Cc1cc(C(=O)N/N=C/C=C/c2ccc(Br)cc2)n[nH]1	0	1	2	1	3
21	COCCn1c(SCc2cc(=O)n3ccsc3n2)nnc1-c1ccncc1	-1	0	3	3	5
22	O=C(O)c1ccc(N2C(=O)CC(SC(=NCc3ccc4c(c3)OCO4)Nc3ccccc3)C2=O)cc1 (configuration not stated)	0	5	-3	-2	-4
23	N#C/C(=C\c1ccc(-c2ccc(C(=O)O)cc2)o1)C(=O)NCC1CCCO1 (configuration not stated)	0	-4	1	-1	-2
24	CC(c1nnc(SCC(=O)Nc2cccnc2Cl)n1Cc1ccccc1)N(C)C (configuration not stated)	1	-29	8	-2	0

no.	CaV13 ICDI inh	MC4R antagonist	ABCB6 inh 2	aDG glyco act	MC4R ag barr
13	-4	3	113	-0.3	-5.2
14	.	20	99	0.2	0.1
15	-7	14	92	3.4	-0.6
16	-3	-1	71*	-0.3	-1.4
17	.	13	92	0.3	-1.8
18	-5	8	98	0.4	-1.8
19	-3	13	99	-0.1	-0.8
20	-6	-3	97	-0.3	-0.2
21	-6	-1	95	0.1	-1.3
22	-7	-12	96	0.0	0.0
23	.	-25	99	-0.2	-0.1
24	-15	-1	102	0.0	1.6

# Continued.
no.	structure	N-glyco inh	PDI inh	H9c2 protect	m5-HT2A agonist	Vif imaging
25	CS(=O)(=O)N1CCc2cc(C(=O)Nc3ccc(O)cc3)ccc21	1	0	6	7	0
26	Cc1c(C(=O)N2CCN(c3ccccc3F)CC2)sc2ncn(CC(=O)N3CCOCC3)c(=O)c12	0	-2	6	0	2
27	O=C(CCc1ccccn1)N1CCCC(Nc2cccc(F)c2)C1 (configuration not stated)	0	5	-1	1	11
28	CC(C)c1ccccc1OS(N)(=O)=O	0	-2	10	7	3
29	Cc1ccc2nc(C)c3c(c2c1)COC3	2	-6	1	-6	12
30	Cc1cc(C(=O)CN2C(=O)NC(c3ccccc3)(c3ccccc3)C2=O)c(C)n1Cc1ccccc1	-4	-10	0	-2	-12
31	CC(C)C(NC(=O)CSCc1ccc([N+](=O)[O-])cc1)C(C)C	0	-6	4	1	-7
32	C/C(=N\NC(=O)c1nnn(-c2nonc2N)c1CSc1ccc(C)cc1)c1cccs1	2	-9	-6	1	.
33	CC(=O)N/N=C/c1cc(C(C)C)cc(/C=N/NC(C)=O)c1O	-3	1	30	-6	3
34	O=C(COc1ccccc1)Nc1nnc(-c2ccc(F)cc2)o1	2	-1	21	17*	-4
35	CCCC(=O)Nc1nnc(-c2ccc3c(c2)OCCO3)o1	-1	-2	-2	-3	-14
36	Cc1ccc(C(=O)NCCn2ccc3ccccc32)cc1[N+](=O)[O-]	-2	7	2	-3	4

no.	CaV13 ICDI inh	MC4R antagonist	ABCB6 inh 2	aDG glyco act	MC4R ag barr
25	-4	11	99	-0.2	2.4
26	.	15	99	-0.2	-2.1
27	-3	0	98	0.6	-1.0
28	-6	9	101	-0.3	0.4
29	-4	0	95	0.0	-1.2
30	.	-5	105	-0.1	-0.6
31	.	16	102	0.0	0.2
32	-4	3	95	0.0	-2.6
33	-18	18	117	0.7	-0.3
34	-6	-1	97	0.7	0.2
35	-1	-6	90	0.0	-1.9
36	-6	-2	103	0.0	-1.2

# (list continues)
no.	structure	N-glyco inh	PDI inh	H9c2 protect	m5-HT2A agonist	Vif imaging
37	COc1ccc(NC(=O)Cn2c(=O)n(-c3ccc(OC)cc3OC)c(=O)c3c(C)c(C)sc32)cc1	3	0	-5	-1	-3
38	O=C(O)CCCCCNC(=O)c1ccncc1	2	2	-2	7	-7
39	CC1(C(=O)N2CCN(C(=O)c3ccco3)CC2)CCN1Cc1ccccc1OC(F)F (configuration not stated)	1	2	2	1	5
40	COC(=O)C(NC(C)=O)(Nc1cc(C)ccn1)C(F)(F)F (configuration not stated)	0	-4	0	1	0
41	Cn1c(S(=O)(=O)O)nc2ccccc21	1	2	-3	-3	-1
42	CCOC(=O)CCC(NC(=O)CCCC(=O)NC(CCC(=O)OCC)C(=O)OCC)C(=O)OCC (configuration not stated)	1	0	-2	4	5
43	COc1ccc(Nc2nc(N)nc(CN3CCC(C)CC3)n2)cc1	2	-4	1	-4	-3
44	O=C(CSc1nnnn1C1CCCC1)NCc1ccccc1	-2	-10	4	-1	1
45	COc1ccccc1CN(C)C[C@@H]1OCc2cnnn2CCCC(=O)N([C@@H](C)CO)C[C@H]1C	1	-10	2	7	0
46	CC(C)(C)N(Cc1ccccc1)C(=O)CN1C(=O)c2ccccc2C1=O	-1	0	-2	2	-7
47	CCCCCCCCN1C(=O)[C@H](CC(=O)NCc2ccc(OC)c(OC)c2)C[C@@]2(C(=O)OC)CCCCC=C12	.	.	.	-5	.
48	CC(=O)Nc1ccc(/C=N/NC(=O)CC2CCCCC2)cc1	0	-5	-6	-5	.

no.	CaV13 ICDI inh	MC4R antagonist	ABCB6 inh 2	aDG glyco act	MC4R ag barr
37	-2	4	99	0.0	-0.9
38	-5	-3	96	-0.2	-1.1
39	-6	3	70*	0.0	-2.4
40	-5	6	100	-0.1	-2.0
41	-3	-2	99	-0.1	-0.7
42	-3	5	96	0.0	-1.7
43	0	8	99	-0.1	0.7
44	-3	-4	100	-0.2	0.4
45	-10	-3	101	0.1	-0.9
46	-17	-2	97	0.0	-1.5
47	-2	.	96	-0.4	.
48	-5	4	99	-0.1	-1.0

# (continued)
no.	structure	N-glyco inh	PDI inh	H9c2 protect	m5-HT2A agonist	Vif imaging
49	COc1ccc(/C=N/NC(=O)c2cc(Br)ccc2O)cc1Cn1cc(Cl)cn1	4	-6	7	-3	-3
50	CC(C)(C)NC(=O)/C(=C/c1ccccc1F)NC(=O)c1ccc([N+](=O)[O-])cc1	0	-3	0	-4	16
51	COc1ccccc1CN1CN(S(=O)(=O)c2ccccc2)c2nc3ccccc3nc21	-4	11	-5	-2	1
52	CCOC(=O)N1CCN(C2=C(NS(=O)(=O)c3ccc(NC(C)=O)cc3)C(=O)c3ccccc3C2=O)CC1	1	-6	8	8	-3

no.	CaV13 ICDI inh	MC4R antagonist	ABCB6 inh 2	aDG glyco act	MC4R ag barr
49	-3	5	96	-0.3	-3.7
50	-4	-3	100	0.7	-3.7
51	-2	-5	96	0.0	-1.3
52	-13	-4	95	0.5	-3.8

# Screening results from PubChem BioAssay.
